Pol iota inh: blocks human DNA polymerase iota activity; Q9UNA4; Pol iota fluorescent replication assay, 10 min; Potency, µM (doses to about 115 µM), without a hit: at the top dose activity, negative = inhibition, actives largely listed as inhibitors; 1% of 390,000 active; AID 588590; note: potency is the fitted concentration of half-maximal effect
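Fluorescent replication assay read twice, at 0 min and 10 min after adding 50 nM (final) substrate. Enzyme (10 nM) and compounds were first incubated 15 min at room temperature; enzyme-free buffer wells were negative controls.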
Pol beta inh: DNA polymerase beta (human) inhibition; P06746; Potency, µM (doses to about 114 µM), inactives show top-dose activity change, negative = inhibition, usual class: inhibitors; Pol beta primer extension/strand displacement, fluorescence kinetic; AID 485314; 1.3% of 340,000 active; note: potency is the fitted concentration of half-maximal effect; % is set by controls: 0 for no effect and ±100 for the full control effect
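Reaction started by 50 nM substrate onto compound-treated Pol beta (10 nM, 15 min preincubation, room temperature); plates read at 0 min and 10 min. Normalized concentration-effect data fitted by four-parameter Hill equation.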
LDHA block: LDHA (human) enzyme inhibition; purified LDHA, NADH/diaphorase-resazurin fluorescence; hits give low values; activity change, % (values are at about 110 or 230 µM); 0.15% of 480,000 active; AID 1347041; in the data active = activity change below about -30%; inconclusive = mostly about -25% to -30%;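 note: plate controls were DMSO wells for no effect and wells without enzyme for full effect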
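Resorufin fluorescence (ex540/em590), read at 0 and 20 min after diaphorase/resazurin addition, reports the NADH left after a 5 min room-temperature reaction of 2 nM human LDH5 with 0.06 mM NADH and 0.2 mM pyruvate.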
Pol eta inh: DNA polymerase eta (human) inhibition; Q9Y253; recombinant Pol eta, fluorescent DNA replication assay; Potency, µM (series often up to 114 µM), for the others: at the highest dose activity change, negative = inhibition, actives largely listed as inhibitors; 1.2% of 390,000 active; AID 588591; note: potency is the fitted concentration of half-maximal effect; % is set by controls: 0 for no effect and ±100 for the full control effect
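Pol eta at 10 nM preincubated with compounds 15 min at room temperature; reaction started with fluorescent substrate (50 nM final) and read kinetically at 0 and 10 min.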
BLM inh: inhibitors of human Bloom syndrome helicase BLM | P54132 | recombinant BLM DNA unwinding, fluorescence dequenching | Potency, µM (top dose mostly 56.1 µM), for inactives: at the highest dose activity change, negative = inhibition, usual class: inhibitors | 0.2% of 350,000 active | AID 2528;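 note: potency is the fitted concentration of half-maximal effect; plate controls were vehicle for no effect and no enzyme for full effect; nearly all actives have a fitted effect of over 35% in size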
POLK inh: DNA polymerase kappa (human) inhibition | 0.53% of 400,000 active | Potency, µM (titrated, usually from 107 µM), for the others: top-dose activity, negative = inhibition, hits mostly inhibitors | purified Pol kappa, fluorescent DNA synthesis assay, 10 min | Q9UBT6; note: potency is the fitted concentration of half-maximal effect; % is set by controls: 0 for no effect and ±100 for the full control effect
Target sequence (Q9UBT6 whole entry, looked up): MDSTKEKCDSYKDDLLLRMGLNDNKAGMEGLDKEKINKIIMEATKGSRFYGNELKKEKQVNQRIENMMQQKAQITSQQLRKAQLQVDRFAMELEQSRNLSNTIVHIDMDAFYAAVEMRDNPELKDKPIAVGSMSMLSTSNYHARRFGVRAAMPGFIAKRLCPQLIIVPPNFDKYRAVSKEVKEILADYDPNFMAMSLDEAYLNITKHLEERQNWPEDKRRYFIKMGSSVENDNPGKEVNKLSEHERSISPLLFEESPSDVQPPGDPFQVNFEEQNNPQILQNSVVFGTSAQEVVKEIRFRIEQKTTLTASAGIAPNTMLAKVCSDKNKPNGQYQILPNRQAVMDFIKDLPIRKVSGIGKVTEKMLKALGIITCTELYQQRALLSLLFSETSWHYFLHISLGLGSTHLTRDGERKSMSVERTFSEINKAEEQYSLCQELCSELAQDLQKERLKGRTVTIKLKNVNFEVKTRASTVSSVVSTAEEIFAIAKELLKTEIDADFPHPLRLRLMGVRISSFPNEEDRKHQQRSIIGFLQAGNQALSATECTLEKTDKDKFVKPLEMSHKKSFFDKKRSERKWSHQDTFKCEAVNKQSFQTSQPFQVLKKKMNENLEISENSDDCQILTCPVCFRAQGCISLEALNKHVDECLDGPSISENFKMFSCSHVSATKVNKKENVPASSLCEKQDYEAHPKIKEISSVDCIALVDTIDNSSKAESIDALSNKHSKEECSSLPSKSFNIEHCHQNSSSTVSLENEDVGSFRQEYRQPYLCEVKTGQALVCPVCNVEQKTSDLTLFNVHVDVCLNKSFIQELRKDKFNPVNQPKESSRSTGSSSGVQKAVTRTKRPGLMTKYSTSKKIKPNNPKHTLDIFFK
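Pol kappa 10 nM + cpd, 15 min RT; start w/ substrate 50 nM final; fluorescence kinetic read, 0 and 10 min. Neg ctrl: buffer, no enzyme.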
Apoferritin bind: binds horse apoferritin like a general anesthetic | apoferritin/1-aminoanthracene competitive binding, fluorescence | Potency, µM (doses to about 77.5 µM), for the others: at the highest dose activity change, negative = displacement, actives largely listed as inhibitors | 0.074% of 350,000 active; note: potency is the fitted concentration of half-maximal effect; % is set by controls: 0 for no effect and ±100 for the full control effect; nearly all actives have a fitted effect of over 20% in size
Target sequence (P02791 2-175 limits assumed): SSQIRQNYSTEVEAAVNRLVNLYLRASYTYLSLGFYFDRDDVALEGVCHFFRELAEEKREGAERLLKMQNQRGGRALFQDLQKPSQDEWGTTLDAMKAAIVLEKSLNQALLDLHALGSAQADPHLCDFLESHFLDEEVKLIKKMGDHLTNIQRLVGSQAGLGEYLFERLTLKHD
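Concentration-response curves derived by four-parameter Hill fitting of normalized fluorescence, where compounds displaced 1-AMA from 10 uM horse apoferritin following a brief 10 min room-temperature incubation; propofol titration acted as positive control.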
APEX1 inh: APE1 (human) endonuclease inhibition; Potency, µM (highest dose often 65.8 µM), inactives show at the highest dose activity change, negative = inhibition, hits mostly inhibitors; 0.35% of 350,000 active; AID 2517; recombinant APE1, TAMRA/BHQ-2 abasic DNA cleavage fluorescence; P27695;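 note: potency is the fitted concentration of half-maximal effect; plate controls were vehicle for no effect and reference inhibitor for full effect; nearly all actives have a fitted effect of over 55% in size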
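Incision of a quenched TAMRA/BHQ-2 THF abasic-site duplex (50 nM) by 0.75 nM APE1, after 15 min compound preincubation, measured as fluorescence increase over three 60 s reads. Values normalized to buffer, DMSO and NSC13755 control wells.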
Glioma ERSR ind: ER stress response induction in glioma; Potency, µM, without a hit: top-dose activation, usual class: activators; U87-MG GRP78 promoter luciferase reporter, 16 h; AID 602332; 0.02% of 420,000 active; note: potency is the fitted concentration of half-maximal effect; series mostly up to about 76 µM; % of control where 0% means no effect; nearly all actives have a fitted effect of over 35% in size
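Stably transfected U87-MG glioma cells carrying a GRP78-based luciferase sensor; 16 h compound incubation. Luminescence end-point read 10 min after Bright-Glo addition at room temperature.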
Numbers without * were called inactive; ? = inconclusive; nt = no result given; & = joins results of further samples; [ ] = dose if it differs, or a comment. Unless noted, calls come from the whole dose curve; as a rule, active = well fitted curve in the direction sought with a large enough effect; inconclusive = small, poorly fitted or top-dose-only effect, or another doubt; inactive = no such curve, though single readings can be large; an effect the other way counts as inactive or inconclusive.

Preview:
cpd	structure	Pol iota inh	Pol beta inh	LDHA block	Pol eta inh	BLM inh	POLK inh	Apoferritin bind	APEX1 inh	Glioma ERSR ind
1	O=C(CSC1=Nc2ccccc2N=C(c2ccc(F)cc2)C1)Nc1cc(F)ccc1F	34%[activator]	-12%	-3	-7%	-10%	-6%[60.1 µM]	-14%	nt	0%
2	CCOc1[nH]n(-c2ccc(Cl)cc2)c(=O)c1C=Nc1ccc(O)cc1	40%[activator]	3%	13	-2%	-10%	-10%	-21%	-10%	-7%
3	CC(C)n1c(CN(C)Cc2ccccc2)nc2c1c(=O)n(C)c(=O)n2C	33%[activator]	2%	-6	-9%	1%	0%	-12%	-16%	-5%
4	COc1ccc(CCNC(=O)c2ccn[nH]2)cc1OC	-3%	2%	2	-12%	0%	-10%	-6%	-1%	-3%
5	Cc1cccc(CNc2ncnc3ccc(-c4ccccc4Cl)cc23)c1	-23%	nt	-11	-19%	nt	-5%	nt	-19%&0%	-4%
6	COc1ccc(S(=O)(=O)NCCC(=O)OCC(=O)NC2CC2)cc1	-9%	nt	-6	-6%	nt	-12%	nt	-4%	-3%
7	COCc1cc(OC)nc(-c2csc(C)n2)n1	23%	-13%	-1	-6%	-5%	-5%	-3%	8%	-2%
8	COc1ccccc1NC(=O)c1ccc(N2CC3CC(C2)c2cccc(=O)n2C3)c(NC(=O)c2ccncc2)c1 (stereo unspecified)	-20%	0%	-3	-4%	-4%	-2%	5%	7%	-2%
9	O=C(COC(=O)c1sc2cc(F)ccc2c1Cl)Nc1ncc(Cl)cc1Cl	0%	26%	-5	1%	3%	-18%	-11%	2%	1%
10	CN1CCN(C(=O)Cn2c(=O)oc3cc(S(=O)(=O)NCc4ccccc4)ccc32)CC1	-13%	3%	-1	-7%	3%	3%	0%	4%	-3%
11	O=C(Nc1cc(S(=O)(=O)N2CCCC2)ccc1OCC(F)(F)F)c1ccccc1F	26%	-6%	-9	-19%	3%	2%	-10%	4%	-2%
12	Cc1ccc(S(=O)(=O)NC(CC(C)C)C(=O)N2CC(C)OC(C)C2)cc1 (stereo unspecified)	28%	5%	-5	-17%	-13%	-4%	-3%	5%	-5%
13	Cc1cc(Br)ccc1NC(=O)C1CCN(S(=O)(=O)c2ccc(Br)s2)CC1	20%	2%	-7	-21%	-1%	-13%	-2%	nt	0%
14	COc1ccc(COC(=O)CCc2cc(OC)c(OC)c(OC)c2)cc1F	0%	nt	-2	-12%	nt	-2%	nt	nt	-5%
15	COc1ccccc1NC(=S)NC(NC(C)=O)C(Cl)(Cl)Cl (stereo unspecified)	6%	2%	-2	-1%	2%	-6%	-9%	-2%	1%

All compounds of this part, from the first entry:
cpd	structure	Pol iota inh	Pol beta inh	LDHA block	Pol eta inh	BLM inh	POLK inh	Apoferritin bind	APEX1 inh	Glioma ERSR ind
1	O=C(CSC1=Nc2ccccc2N=C(c2ccc(F)cc2)C1)Nc1cc(F)ccc1F	34%[activator]	-12%	-3	-7%	-10%	-6%[60.1 µM]	-14%	nt	0%
2	CCOc1[nH]n(-c2ccc(Cl)cc2)c(=O)c1C=Nc1ccc(O)cc1	40%[activator]	3%	13	-2%	-10%	-10%	-21%	-10%	-7%
3	CC(C)n1c(CN(C)Cc2ccccc2)nc2c1c(=O)n(C)c(=O)n2C	33%[activator]	2%	-6	-9%	1%	0%	-12%	-16%	-5%
4	COc1ccc(CCNC(=O)c2ccn[nH]2)cc1OC	-3%	2%	2	-12%	0%	-10%	-6%	-1%	-3%
5	Cc1cccc(CNc2ncnc3ccc(-c4ccccc4Cl)cc23)c1	-23%	nt	-11	-19%	nt	-5%	nt	-19%&0%	-4%
6	COc1ccc(S(=O)(=O)NCCC(=O)OCC(=O)NC2CC2)cc1	-9%	nt	-6	-6%	nt	-12%	nt	-4%	-3%
7	COCc1cc(OC)nc(-c2csc(C)n2)n1	23%	-13%	-1	-6%	-5%	-5%	-3%	8%	-2%
8	COc1ccccc1NC(=O)c1ccc(N2CC3CC(C2)c2cccc(=O)n2C3)c(NC(=O)c2ccncc2)c1 (stereo unspecified)	-20%	0%	-3	-4%	-4%	-2%	5%	7%	-2%
9	O=C(COC(=O)c1sc2cc(F)ccc2c1Cl)Nc1ncc(Cl)cc1Cl	0%	26%	-5	1%	3%	-18%	-11%	2%	1%
10	CN1CCN(C(=O)Cn2c(=O)oc3cc(S(=O)(=O)NCc4ccccc4)ccc32)CC1	-13%	3%	-1	-7%	3%	3%	0%	4%	-3%
11	O=C(Nc1cc(S(=O)(=O)N2CCCC2)ccc1OCC(F)(F)F)c1ccccc1F	26%	-6%	-9	-19%	3%	2%	-10%	4%	-2%
12	Cc1ccc(S(=O)(=O)NC(CC(C)C)C(=O)N2CC(C)OC(C)C2)cc1 (stereo unspecified)	28%	5%	-5	-17%	-13%	-4%	-3%	5%	-5%
13	Cc1cc(Br)ccc1NC(=O)C1CCN(S(=O)(=O)c2ccc(Br)s2)CC1	20%	2%	-7	-21%	-1%	-13%	-2%	nt	0%
14	COc1ccc(COC(=O)CCc2cc(OC)c(OC)c(OC)c2)cc1F	0%	nt	-2	-12%	nt	-2%	nt	nt	-5%
15	COc1ccccc1NC(=S)NC(NC(C)=O)C(Cl)(Cl)Cl (stereo unspecified)	6%	2%	-2	-1%	2%	-6%	-9%	-2%	1%
16	COc1ccc(NC(=O)CN(C)C(=O)CNC(=O)c2cccs2)cc1	23%	-7%	-13	2%	-1%	-12%	-3%	7%	-2%
17	O=C(OCC(=O)N1CCC(Cc2ccccc2)CC1)c1ccccc1NCCO	1%	nt	-8	-7%	nt	-8%	nt	-21%	4%
18	O=C(Nc1ccc(Cl)cc1)NC1CCS(=O)(=O)C1 (stereo unspecified)	-8%	14%	-8	-16%	-4%	-4%	-8%	0%	1%
19	CC(=O)N1CCC2(CCN(Cc3ccccc3)CC2)CC1	nt	nt	nt	nt	4%	-6%[60.1 µM]	nt	5%	-2%
20	Cc1ccc(C)c(NC(=O)CN2C(=O)c3cccnc3Oc3ccc(C)cc32)c1	1%	26%	4	-9%	-7%	-10%	?	nt	-1%
21	CN(C(=O)COC(=O)/C=C/c1ccc(C(F)(F)F)cc1)C1CCS(=O)(=O)C1 (stereo unspecified)	8%	32%	-16	-6%	-6%	-2%	-2%	2%	-7%
22	O=C(c1ccco1)N1CCN(S(=O)(=O)c2ccccc2)CC1	5%	-17%	-4	-20%	-1%	2%	-12%	12%	-2%
23	COc1ccc(N2CCN(C(=O)c3ccc(Br)cc3)CC2)c([N+](=O)[O-])c1	-6%	1%	-4	-12%	-7%	3%	?	-1%	-8%
24	COC(=O)c1ccc(OC)c(CSc2nnc(COc3ccc(OC)cc3)o2)c1	8%	-15%	1	-20%	-8%	-8%	10%	17%	-2%
25	Cc1noc(C)c1COc1ccc(C(=O)OCC(=O)OC(C)(C)C)cc1	80%[activator]	6%	-2	-11%	-10%	-17%	-8%	-4%	-8%
26	O=C(Nc1ccc(F)cc1)c1csc2c1CCCCC2	16%	3%	4	-2%	-2%	3%	-5%	nt	0%
27	CC(=O)c1cccc(NC(=O)C2CCCN2S(=O)(=O)c2cccc3cccnc23)c1 (stereo unspecified)	-8%	5%	-1	-1%	-6%	-7%	-17%	1%	-1%
28	CCCCOc1ccccc1C1CC(=O)Nc2ccc3ccccc3c21 (stereo unspecified)	7%	4%	6	-28%	-12%	-27%	-4%	nt	18%
29	CCN1CCN(C(c2ccccc2)c2nnnn2CCc2ccc(OC)c(OC)c2)CC1 (stereo unspecified)	6%	48%	-2	7%	0%	0%	-8%	2%	-6%
30	Cc1cc(Br)cc2c(C(=O)NCC3CCCO3)cc(-c3ccccc3)nc12 (stereo unspecified)	-1%	26%	-4	-7%	-4%	-15%	-3%	11%	-4%

(continued)
cpd	structure	Pol iota inh	Pol beta inh	LDHA block	Pol eta inh	BLM inh	POLK inh	Apoferritin bind	APEX1 inh	Glioma ERSR ind
31	c1ccc2c(CSCc3nc4ccccc4[nH]3)cccc2c1	1%	8%	3	-17%	-7%	-11%	-5%	-5%	1%
32	Cc1nc2ccccc2c2nc(NC(=O)Cc3ccccc3)nn12	-19%	11%	8	-2%	3%	13%	-7%	17%	3%
33	Cc1cc(C)c(OCCn2ccnc2)c(C)c1	3%	17%	-1	-10%	-4%	11%	-22%	38%	-4%
34	CN(Cc1cccc(Cl)c1Cl)CC(O)COc1ccccc1 (stereo unspecified)	-8%	-12%	-13	-11%	-8%	-8%	3%	-6%	-2%
35	CC(C)(C)OC(=O)N1CCCC(C(=O)Nc2ccc(C(=O)N3CCCC3)cc2)C1 (stereo unspecified)	-3%	nt	-11	-1%	nt	1%	nt	6%	-4%
36	CC(=O)Nc1cccc(NC(=O)CSc2nc(C3CC3)nc3ccccc23)c1	28%	?	-7	-17%	-12%	-4%	8%	32%	-9%
37	COc1cccc(C(=O)Nc2cc(=O)n(C)c(=O)n2C)c1OC	3%	21%	0	-18%	2%	7%	-4%	-3%	-2%
38	Cc1c(N=Cc2cccs2)c(=O)n(-c2ccccc2)n1C	11%	2%	-13	6%	-1%	-16%	-15%	10%	-5%
39	CC(=O)Nc1ccc(NC(=O)COC(=O)c2ccccc2OCc2cccc(Br)c2)cc1	-4%	nt	-3&0	nt	nt	-6%	nt	nt	0%
40	Cc1cc(CN2CCN(c3ccc(F)cc3)CC2)cs1	3%	?	3&-5	-19%	-3%	-15%	3%	nt	-3%
41	CCOC(=O)c1ccccc1NC(=O)c1ccc(Cl)c(S(=O)(=O)N2CCOCC2)c1	5%	nt	-8	-1%	nt	-14%	nt	nt	-1%
42	N=C(N)Cc1ccccc1Sc1ccccc1	9%	22%	-3	-5%	7%	-18%	-4%	-5%	-1%

Along the list, from the results shown:
Entries 32 to 41 in LDHA block, in turn: 8, -1, -13, -11, -7, 0, -13, -3&0, 3&-5, -8

This is a subset. The share of hits here may be higher or lower than overall.
